Ins promoter up = MIN6 insulin promoter up-regulation. MIN6 insulin promoter-GFP reporter, high-content imaging; hits give high values. z-score at 5 µM. 190,000 compounds, 0.3% hits. AID 1625;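 active means z-score above 3 at 5 µM with at least 500 cells counted in the well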
ER stress rescue = protection against thapsigargin-triggered cell killing – 384-well, CSM14.1, ATP luminescence, primary screen (AID 1222) | CSM14.1 thapsigargin-induced death rescue, ATP luminescence; higher % means a stronger effect | cellular ATP content (survival), % at 20 µM, or EC50 in µM where a hit was titrated | 190,000 tested, under 10 active;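 active means EC50 below 50 µM in the dose-response confirmation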;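 further: death triggered by thapsigargin at about 15 µM added after 2 h compound pretreatment; cell ATP read after overnight thapsigargin exposure of roughly 18 to 22 hours; normalized against plate controls of thapsigargin alone and 5% DMSO vehicle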
Autophagy mod = modulators of autophagy. MEF GFP-LC3 puncta imaging; test concentration mostly 10 µM. calls only at 10 µM (by protocol). 190,000 compounds, 0.98% hits;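 active means percentage of spot-positive cells more than 3 SD above its plate mean, without a fluorescence outlier flag or 80% toxicity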;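 further: spot-positive cell cutoff set from DMSO-treated cells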
P. falciparum M17LAP = P. falciparum M17LAP inhibitors, primary screen, biochemical, fluorogenic H-Leu-NHMec substrate, 1536-well (AID 1619); recombinant M17LAP, H-Leu-NHMec fluorogenic kinetic assay; higher % means a stronger effect; inhibition, % at 30 µM; hits with a dose series show IC50 in µM; 220,000 compounds, 0.38% hits;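 active means compound inhibiting the enzyme by more than half at any dose during confirmatory dose-response retesting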;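 further: plate controls were full reaction with DMSO carrier for no effect and no enzyme background for full effect; strong numbers were not always called active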
Yfh1-off respiration = enhancers of respiration in Yfh1-depleted yeast, dose response, Friedreich's ataxia, plus single-dose screen (AID 1465) | S. cerevisiae Yfh1-off respiration, WST-1 reduction, 72 h; higher fold induction means a stronger effect | fold induction at 50 µM; hits with a dose series show EC50 in µM | 220,000 compounds, 0.074% hits;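 active means fold induction of absorbance versus untreated yeast above a set limit, then at least 30% activation at any dose in follow-up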;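 further: activators that raise dye reduction in frataxin-depleted yeast; strong numbers were not always called active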
Dynein cargo inh = dynein cargo transport inhibition. 220,000 compounds, 0.47% hits. 3617.4 mouse cells, GR-EGFP nuclear translocation imaging; test concentration mostly 20 µM; stimulated with dexamethasone, 1 µM; hits give low values. z-score, hits read low;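 active means plate z-score of nuclear minus cytoplasmic receptor signal below a set negative limit, without overly bright fluorescence or cell loss, cut at about -3.5 in these data, passing the limit was not always enough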;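 further: z-score of nuclear minus cytoplasmic ring GR-EGFP intensity difference per well; some compounds called inactive have numbers as strong as hits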
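Medium: Induction medium lacking tetracycline, stripped serum | Probe or stimulus: 1.0 µM final dexamethasone stimulus | Schedule: 48 h induction, then 1 h compound, then 30 min agonist, 37 °C | Signal: Automated 10x imaging of fixed Hoechst-stained cells | Evaluation: Per-cell GR-EGFP intensity, nucleus versus surrounding cytoplasmic ring, well-averaged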
MT stabilizer = microtubule stabilization, imaging screen | % tubulin-high responders, % at 10 µM | HeLa tubulin immunostaining HCS, 24 h; share of cells brighter than vehicle mean+2SD | 200,000 compounds, 0.83% hits | AID 2205;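 active means plate Z-score above 3 for both tubulin-high and condensed-nucleus cell shares, with cell loss under 80%, at 10 µM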;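 further: anti alpha tubulin signal scored within the nucleus-defined area of each cell; some results filed as inactive read as strong as hits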
Hep lipid drop = modulators of hepatic lipid droplet formation. inhibition, % at 6.5 µM. AID 1656. AML12 mouse hepatocytes, oleate lipid droplets, BODIPY imaging. 240,000 compounds, 0.4% hits;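 active means lipid droplet intensity inhibited by at least 50%, with more than 500 cells counted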
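Test system: AML12 mouse liver cells; schedule: overnight exposure; technique: high-content imaging of BODIPY-stained droplets and DAPI nuclei; read-out: % inhibition of corrected integrated BODIPY droplet signal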
P. falciparum M1AAP = P. falciparum M1AAP inhibitors, biochemical, fluorogenic H-Leu-NHMec substrate, 1536-well (AID 1445); inhibition, % at 30 µM; hits with a dose series show IC50 in µM; 220,000 compounds, 0.42% hits; recombinant M1AAP, H-Leu-NHMec fluorogenic kinetic assay; higher % means a stronger effect;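 active means primary inhibition above the hit cutoff, then over 50% inhibition at one or more dose response concentrations, cut at about 23% in these data, passing the limit was not always enough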;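 further: plate controls were DMSO full reaction for no effect and no enzyme background for full effect; strong numbers were not always called active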
Dynein cargo inh cytoplasmic EGFP = recorded beside Dynein cargo inh, whose call it bears; z-score; measured here: cytoplasmic GR-EGFP intensity; hits give high values
Dynein cargo inh nuclear GR-EGFP = also measured in Dynein cargo inh; calls as there; z-score; measured here: nuclear GR-EGFP intensity;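 lower value marks the stronger effect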
Dynein cargo inh cell count = recorded beside Dynein cargo inh, whose call it bears; z-score; measured here: cell count per field
Ins promoter up cell count = recorded beside Ins promoter up, whose call it bears; cell count; measured here: cytotoxicity, nuclei count;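 total cells summed across four imaged fields per well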
Hep lipid drop cells 6.5 µM = second read-out of Hep lipid drop, no call of its own (marks repeat the call); cell count; measured here: cell count, cytotoxicity flag;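 cells counted across two imaged fields per well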
MT stabilizer Hoechst-high % = second read-out of MT stabilizer, no call of its own (marks repeat the call); % Hoechst-high responders; measured here: nuclear condensation Hoechst responders;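 share of cells brighter than vehicle mean plus two SD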
MT stabilizer cytotoxicity % = second read-out of MT stabilizer, no call of its own (marks repeat the call); toxicity, %; measured here: cytotoxicity by cell density;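 0% = mean cell density of plate MIN control wells and 100% = no cells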
Autophagy mod cell loss 18 h = recorded beside Autophagy mod, whose call it bears; toxicity, %; measured here: cell loss, nuclei count;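 cell loss after 18 h compound exposure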
Active calls of the source: *; i = inactive; x = not tested or not shown.

1. CCOC(=O)N1CCN(CC(O)COc2c(OC)cccc2OC)CC1 (centres undefined)
2. O=C(Cn1cnc2ccccc2c1=O)NCCC(=O)Nc1ccc2c(c1)OCCO2
3. CN(C)c1nc(N(C)C)nc(N(C#N)CCOc2ccccc2)n1
4. Cc1ccc(S(=O)(=O)N2CCOCC2)cc1C(=O)N1c2ccccc2Sc2ccccc21
5. CC(C)CC1NC(=O)N(CC(=O)c2ccc3c(c2)OCCO3)C1=O (centres undefined)
6. CC1(C)NC(=O)N(CC(O)COc2ccccc2[N+](=O)[O-])C1=O (centres undefined)

assay / entry	1	2	3	4	5	6
Ins promoter up	-0.54	0.72	-0.94	-0.58	-0.65	-0.41
Ins promoter up cell count	1256	1376	745	1300	1231	1211
ER stress rescue	-1.1%	-0.7%	-0.3%	4.3%	2.8%	-1.5%
Autophagy mod	i	i	i	i	i	i
Autophagy mod cell loss 18 h	3	9	2	30	-4	5
P. falciparum M17LAP	9%	0%	10%	0%	23%	1%
Yfh1-off respiration	i	i	i	i	i	i
Dynein cargo inh	-0.42	2.3	1.1	-0.46	-0.2	-1.4
Dynein cargo inh cytoplasmic EGFP	-0.19	0.44	-0.26	-0.28	-0.23	-0.3
Dynein cargo inh nuclear GR-EGFP	-0.19	1.2	0.48	0.095	-0.14	-0.66
Dynein cargo inh cell count	1.3	-0.73	-0.28	0.68	0.75	0.9
MT stabilizer	1.2	3.2	3.8	1.1	2.7	2.0
MT stabilizer Hoechst-high %	1.1	1.6	2.3	1.8	1.8	1.5
MT stabilizer cytotoxicity %	3.4	9.3	3.7	6.7	5.4	2.3
Hep lipid drop	x	x	-45	-14	1	11
Hep lipid drop cells 6.5 µM	x	x	690	766	774	739
P. falciparum M1AAP	5%	-4%	10%	8%	7%	2%

7. CCOc1ccc(N2C(=O)C3Sc4[nH]c(=O)sc4C(c4ccc(OC)c(OC)c4)C3C2=O)cc1 (centres undefined)
8. CCSc1ncnc2c1oc1ccccc12
9. COc1ccc(CCNC(=O)c2nnc(Cc3ccc(Cl)cc3)o2)cc1OC
10. COc1cccc(C(=O)N/N=C2\SCC(=O)N2Cc2ccc3c(c2)OCO3)c1
11. CCn1c(CSc2nc3ccccc3s2)nnc1SCC(=O)c1ccc(O)c(O)c1
12. Cc1ccc(-c2nc(=S)c3c(n2CC2CCCO2)CC(C)(C)OC3)cc1 (centres undefined)

assay / entry	7	8	9	10	11	12
Ins promoter up	-0.03	0.09	0.19	-0.32	-0.37	x
Ins promoter up cell count	1097	1316	895	1850	875	x
ER stress rescue	x	0.9%	-0.1%	-1.3%	0.8%	0.4%
Autophagy mod	x	i	i	i	i	i
Autophagy mod cell loss 18 h	x	-4	7	14	12	-5
P. falciparum M17LAP	-6%	-7%	9%	-2%	21%	29%
Yfh1-off respiration	i	i	i	i	i	i
Dynein cargo inh	1.2	-0.69	-0.48	0.14	-0.72	-0.3
Dynein cargo inh cytoplasmic EGFP	-0.2	-0.23	-0.21	-0.22	-0.16	-0.3
Dynein cargo inh nuclear GR-EGFP	1.3	-0.29	-0.23	-0.087	0.12	-0.026
Dynein cargo inh cell count	-0.66	0.84	0.24	-0.95	0.5	0.42
MT stabilizer	x	2.3	3.6	2.8	3.1	1.0
MT stabilizer Hoechst-high %	x	1.5	2.5	1.7	2.3	1.5
MT stabilizer cytotoxicity %	x	7.1	5.1	3.5	3.7	9.2
Hep lipid drop	2	x	x	-22	-12	2
Hep lipid drop cells 6.5 µM	693	x	x	693	725	821
P. falciparum M1AAP	-2%	11%	3%	-1%	69µM*	3%

13. COc1ccc(CCN(Cc2cc3cc(C)c(C)cc3nc2Cl)C(=O)C2CC2)cc1
14. O=C(COC(=O)CNC(=O)c1ccccc1Cl)Nc1ncc(C(F)(F)F)cc1Cl
15. Cc1nc(C)n(CC(O)COc2ccc(C(=O)c3ccccc3)cc2)n1 (centres undefined)
16. O=C1CSC(c2ccccc2Br)N1c1ccc(Cl)cn1 (centres undefined)
17. COc1cc(/C=N/NC(=O)c2cc(-c3ccco3)nc3ccccc23)cc(OC)c1O
18. CC(C)Sc1cc(N2CCOCC2)nc(-c2ccc(Cl)cc2)n1

assay / entry	13	14	15	16	17	18
Ins promoter up	-0.66	-0.28	-1.9	-0.17	0.31	-0.13
Ins promoter up cell count	1314	1412	1180	1249	1402	1652
ER stress rescue	-1.9%	0.0%	-1.1%	-4.8%	x	-5.8%
Autophagy mod	i	i	i	i	x	i
Autophagy mod cell loss 18 h	-19	1	-2	-27	x	10
P. falciparum M17LAP	1%	-9%	4%	2%	-2%	-2%
Yfh1-off respiration	i	i	i	i	i	i
Dynein cargo inh	0.26	-0.37	-0.91	0.1	-0.66	0.84
Dynein cargo inh cytoplasmic EGFP	0.03	-0.23	-0.3	-0.25	-0.24	-0.23
Dynein cargo inh nuclear GR-EGFP	0.51	-0.14	-0.56	0.083	-0.29	0.79
Dynein cargo inh cell count	-0.36	-0.43	0.88	-0.02	0.34	0.53
MT stabilizer	1.8	1.5	2.2	2.0	x	2.1
MT stabilizer Hoechst-high %	1.1	4.3	1.3	1.6	x	1.7
MT stabilizer cytotoxicity %	6.8	12	6.0	3.5	x	7.7
Hep lipid drop	x	2	7	9	-3	x
Hep lipid drop cells 6.5 µM	x	645	677	686	734	x
P. falciparum M1AAP	1%	-1%	9%	10%	11%	8%

19. CCSc1nnc(-c2cccc(S(=O)(=O)N(C)C)c2)n1-c1cc(OC)ccc1OC
20. CCOc1nc(-c2ccccc2)ccc1-c1noc(COC)n1
21. COCc1cc(C)[nH]c(=O)c1C#N
22. Cc1cccnc1NC(=O)c1ccc(S(=O)(=O)N2CC(C)OC(C)C2)cc1 (centres undefined)
23. C[C@@H]1CN(C2CCN(Cc3nc(C(c4ccccc4)c4ccccc4)no3)CC2)C[C@H](C)O1
24. COc1ccc(NC(=S)NC(NC(=O)CCl)C(Cl)(Cl)Cl)c([N+](=O)[O-])c1 (centres undefined)

assay / entry	19	20	21	22	23	24
Ins promoter up	x	-1.1	0.21	-0.73	-0.59	-0.22
Ins promoter up cell count	x	930	1139	1539	1655	1346
ER stress rescue	-1.1%	3.1%	1.2%	-1.2%	2.6%	4.3%
Autophagy mod	i	i	i	i	i	i
Autophagy mod cell loss 18 h	-7	-1	-1	5	5	11
P. falciparum M17LAP	4%	-4%	-53%	-2%	14%	8%
Yfh1-off respiration	i	i	i	i	i	i
Dynein cargo inh	0.93	0.89	-1	0.5	-0.28	-0.21
Dynein cargo inh cytoplasmic EGFP	-0.2	-0.24	-0.019	-0.19	-0.2	-0.27
Dynein cargo inh nuclear GR-EGFP	0.076	0.82	-0.36	0.51	-0.31	0.045
Dynein cargo inh cell count	-0.33	0.66	0.17	-0.82	0.017	0.14
MT stabilizer	1.4	1.9	2.3	6.4	1.2	2.9
MT stabilizer Hoechst-high %	1.1	2.5	1.3	2.2	2.5	1.4
MT stabilizer cytotoxicity %	7.3	20	5.9	5.3	7.6	5.7
Hep lipid drop	x	-1	x	1	9	-2
Hep lipid drop cells 6.5 µM	x	724	x	686	696	733
P. falciparum M1AAP	4%	5%	13%	0%	3%	12%

25. COc1ccc(-c2cc(C(=O)NC3=NCCS3)c3ccccc3n2)cc1OC
26. c1ccc(N2CCN(c3nnnn3-c3ccccc3)CC2)cc1
27. Cc1cc(=O)oc2cc(OCC3CC(c4ccc(Cl)cc4)=NO3)ccc12 (centres undefined)
28. CC(C)(C)c1nc(S(=O)(=O)c2ccc(Cl)cc2)c(N2CCOCC2)o1
29. O=C(CNC(=O)c1ccco1)Nc1cc(Cl)ccc1N1CCOCC1
30. CC(OC(=O)CN(C)S(=O)(=O)c1ccc(Cl)cc1)C(=O)Nc1cccc(Cl)c1 (centres undefined)

assay / entry	25	26	27	28	29	30
Ins promoter up	-1.8	0.39	-0.14	0.92	-0.1	0.46
Ins promoter up cell count	1176	1080	864	867	1012	795
ER stress rescue	-1.6%	1.2%	-0.2%	2.7%	3.8%	-0.7%
Autophagy mod	i	i	i	i	i	i
Autophagy mod cell loss 18 h	-2	27	7	-9	16	31
P. falciparum M17LAP	-4%	0%	3%	-3%	-3%	0%
Yfh1-off respiration	i	i	i	i	i	i
Dynein cargo inh	-0.9	1.7	-0.4	1.6	2	-0.61
Dynein cargo inh cytoplasmic EGFP	-0.36	-0.18	-0.2	0.25	-0.27	-0.086
Dynein cargo inh nuclear GR-EGFP	-0.3	1.5	-0.21	0.47	0.98	-0.2
Dynein cargo inh cell count	0.84	-0.96	0.99	-0.69	-0.7	-0.033
MT stabilizer	5.0	2.0	3.8	1.4	5.3	2.4
MT stabilizer Hoechst-high %	4.2	3.0	2.3	0.8	2.9	0.7
MT stabilizer cytotoxicity %	5.5	9.6	0.4	8.0	1.7	2.5
Hep lipid drop	14	x	7	-12	0	7
Hep lipid drop cells 6.5 µM	684	x	739	776	755	788
P. falciparum M1AAP	6%	4%	3%	3%	0%	1%

Screening results (PubChem BioAssay)

Hits appear at their usual frequency. Share with any hit: about 3.5%.
